MCF10A rereplic = DNA re-replication induction in MCF 10a cells; Potency, µM (doses to about 46.1 µM), for inactives: top-dose activity, positive = re-replication, actives largely listed as activators; actives 2.9% (n = 350,000); MCF 10A DNA re-replication, Hoechst nuclear intensity, 48 h; note: % of control where 0% means no effect; nearly all actives have a fitted effect of over 50% in size
HepG2 tox = counter-screen for TGF-b inhibitors: cytotoxicity in HepG2 cells; HepG2 CAGA-GFP viability, ATP luminescence, 18 h; Potency, µM (doses to about 46.1 µM), without a hit: top-dose activity change, negative = cytotoxicity, actives largely listed as cytotoxic; actives 0.76% (n = 410,000); note: some results filed as inactive show a strong effect at the top dose
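HepG2 CAGA-GFP cells (1000/well, DMEM with 1% FBS) received compound, then TGF-beta at 500 pg/mL final, and were incubated 18 hours at 37 degrees C. Viability was read by CellTiter-Glo luminescence. Media-only wells were set as complete cell-killing and DMSO as no toxicity.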
TGFb inhibitor = TGF-b pathway inhibition; Potency, µM (highest dose often 46.1 µM), for the others: at the highest dose activity, negative = inhibition, most hits filed as inhibitors; actives 1.2% (n = 410,000); AID 588855; HepG2 CAGA-GFP TGF-b/SMAD3 reporter, GFP fluorescence, 18 h; TGF-beta stimulated, 500 pg/mL final; note: % is set by controls: 0 for no effect and ±100 for the full control effect; nearly all actives have a fitted effect of over 65% in size
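HEPG2 CAGA-GFP reporter cells (1000/well, DMEM with 1% FBS) received compounds, then recombinant TGF-beta at 500 pg/mL final for 18 hours at 37 degrees C. Per-cell GFP summed per well was normalised to unstimulated and stimulated DMSO controls before curve fitting.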
ATXN viability = viability counter-screen for ATXN expression inhibitors | S2 cells (HEK-293 line with an ATXN2-luciferase reporter) viability, CellTiter-Fluor protease fluorescence, 24 h | Potency, µM (top dose mostly 56.7 µM), actives largely listed as cytotoxic | actives 0.49% (n = 400,000) | AID 651635; note: nearly all actives have a fitted effect of over 40% in size
A549 tox = A549 cytotoxicity, counter-screen for Nrf2 inhibitors; A549 ARE-Fluc cells, CellTiter-Fluor viability, 18-24 h; AID 504648; actives 0.16% (n = 390,000); Potency, µM (highest dose often 46 µM), without a hit: at the highest dose activity change, negative = cytotoxicity, usual class: inhibitors; note: % is set by controls: 0 for no effect and ±100 for the full control effect
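A549 ARE-Fluc cells in 5% FBS OPTI-MEM, 5000 cells/well, rested 2 h then exposed to compounds in concentration-response for 18-24 h at 37 °C. Viability by CellTiter-Fluor fluorescence (Ex 405/Em 525) after 30 min; luciferase luminescence (BugLite, 15 min, RT) read afterwards.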
ATXN2 expr inh = ATXN2 expression inhibition; AID 1745845; Potency, µM (series often up to 57 µM), for inactives: at the top dose activity change, negative = inhibition, hits mostly inhibitors; actives 0.72% (n = 360,000); HEK-293 ATXN2-luciferase reporter, luminescence, 24 h; note: % is set by controls: 0 for no effect and ±100 for the full control effect; nearly all actives have a fitted effect of over 55% in size
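qHTS (up to 57 uM final) was run with 24 h compound exposure of reporter cells at 37 °C. Each well was multiplexed: SteadyGlo luminescence measured ATXN2-luciferase expression after a fluorogenic Gly-Phe-AFC viability readout (25 uM final).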
EPAC2 antagonist = antagonists of human EPAC2; EPAC2 GEF exchange of Rap1B-BODIPY-GDP, fluorescence; Potency, µM (doses to about 114 µM), for inactives: at the top dose activity, negative = inhibition, hits mostly inhibitors; actives 0.18% (n = 360,000); AID 720708; note: % is set by controls: 0 for no effect and ±100 for the full control effect; nearly all actives have a fitted effect of over 45% in size; many of its hits are not listed in these tables
Target sequence (Q8WZA2 whole entry, looked up): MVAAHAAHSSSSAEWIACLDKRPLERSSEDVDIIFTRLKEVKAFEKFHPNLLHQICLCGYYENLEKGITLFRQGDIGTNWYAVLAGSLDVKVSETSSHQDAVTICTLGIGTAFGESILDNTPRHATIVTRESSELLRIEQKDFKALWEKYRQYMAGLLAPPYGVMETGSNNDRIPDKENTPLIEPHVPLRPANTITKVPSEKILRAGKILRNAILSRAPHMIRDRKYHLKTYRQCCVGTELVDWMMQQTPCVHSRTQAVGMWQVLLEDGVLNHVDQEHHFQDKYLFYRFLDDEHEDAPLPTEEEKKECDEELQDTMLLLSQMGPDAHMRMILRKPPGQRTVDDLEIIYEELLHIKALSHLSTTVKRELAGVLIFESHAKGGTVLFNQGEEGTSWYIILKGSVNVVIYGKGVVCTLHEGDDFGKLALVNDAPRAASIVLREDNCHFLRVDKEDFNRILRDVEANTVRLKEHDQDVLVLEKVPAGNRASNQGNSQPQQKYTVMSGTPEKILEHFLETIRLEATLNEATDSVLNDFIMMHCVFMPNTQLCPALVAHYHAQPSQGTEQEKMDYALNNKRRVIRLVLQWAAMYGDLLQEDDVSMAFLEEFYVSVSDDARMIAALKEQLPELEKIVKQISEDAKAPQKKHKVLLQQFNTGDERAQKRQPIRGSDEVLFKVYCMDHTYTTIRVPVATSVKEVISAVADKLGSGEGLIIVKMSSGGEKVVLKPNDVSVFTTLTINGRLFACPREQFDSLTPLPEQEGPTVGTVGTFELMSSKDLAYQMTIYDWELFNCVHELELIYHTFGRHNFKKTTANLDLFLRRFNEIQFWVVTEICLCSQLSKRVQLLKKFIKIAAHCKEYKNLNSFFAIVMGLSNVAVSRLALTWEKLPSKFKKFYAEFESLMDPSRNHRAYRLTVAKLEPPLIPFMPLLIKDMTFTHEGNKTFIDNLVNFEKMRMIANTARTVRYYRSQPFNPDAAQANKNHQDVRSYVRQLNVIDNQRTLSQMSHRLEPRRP
Nrf2 activator = activates Nrf2 signaling | actives 0.31% (n = 410,000) | Potency, µM (top dose mostly 46.1 µM), without a hit: at the top dose activation, usual class: activators | AREc32 ARE-luciferase reporter (MCF7-derived line), luminescence, 24 h | AID 624171; note: % of control where 0% means no effect; nearly all actives have a fitted effect of over 65% in size
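For detection, Steady-Glo was added and plates sat 30 min at RT; before that, AREc32_Fluc cells grown overnight in OPTI-MEM/5% FBS had been treated with 23 nL compound for 24 hr at 37 deg C.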
Nrf2 block = Nrf2 pathway inhibition | AID 504444 | Potency, µM (highest dose often 46 µM), without a hit: top-dose activity change, negative = inhibition, usual class: inhibitors | A549 ARE-Fluc reporter, luciferase luminescence, 18-24 h | actives 2.1% (n = 360,000); note: % is set by controls: 0 for no effect and ±100 for the full control effect; nearly all actives have a fitted effect of over 60% in size
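A549 ARE_Fluc cells, 5000/well, 5% FBS OPTI-MEM; compounds in dose-response, 18-24 h at 37 °C/5% CO2; CellTiter-Fluor viability read (Ex 405/Em 525), then BugLite luciferase luminescence = Nrf2 activity.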
Starred values were filed as active, the others as inactive; i = inactive; ? = inconclusive; nt = not tested or not shown; & = joins results of further samples; [ ] = remark or other dose. Calls come from the whole dose curve; as a rule, active = well fitted curve in the direction sought with a large enough effect; inconclusive = small, poorly fitted or top-dose-only effect, or another doubt; inactive = no such curve, though single readings can be large; an effect the other way counts as inactive or inconclusive. Potency is the fitted concentration of half-maximal effect. A portion of the library. The share of hits here may be higher or lower than overall.

Values run as follows: MCF10A rereplic | HepG2 tox | TGFb inhibitor | ATXN viability | A549 tox | ATXN2 expr inh | EPAC2 antagonist | Nrf2 activator | Nrf2 block
O=C(c1ccc(Br)cc1)N(C1=NCCCCS1)c1ccccc1
→ -2% | 2% | 4% | i | 0% | -6% | 12% | -0.6% | 19%
COc1ccc(C2C(C(=O)N3CCN(c4ccccn4)CC3)CCC(=O)N2c2ccc(OC)cc2)cc1 (centres undefined)
→ 8% | 0% | 7% | i | 1% | -2% | 10% | 0.2% | -14%
Cc1ccc(N(C)C(=O)c2cc(S(=O)(=O)N3CCOCC3)cn2C)cc1
→ nt | -12% | 0% | nt | -2% | nt | nt | -1.3% | ?
CCN(CC(=O)NCc1ccc(Cl)cc1)C(=O)CSc1ccc(F)cc1
→ 6% | 0% | -6% | i | -7% | 5% | 4% | 0.4% | 3%
CCCCNC(=O)c1ccccc1NC(=O)c1ccccc1N(C)S(C)(=O)=O
→ 16% | -28% | 17% | i | -2% | 7% | -6% | -0.3% | -28%
N#CCCN1CCN(S(=O)(=O)c2ccc3c(c2)CCC3)CC1
→ -1% | 7% | -1% | i | -1% | 0% | 4% | -1.3% | 4%
O=C(NCc1ccc2c(c1)OCO2)c1ccc(Br)s1
→ -1% | 2% | -1% | i | -3% | 15% | 6% | 0.3% | 2%
Nc1nonc1-n1nnc(C(=O)N/N=C/c2ccco2)c1CSc1ccccc1
→ -2% | 6% | -20% | i | 2% | 7% | -4% | 4.7% | 4%
CC(=O)c1cc2c(cc1NS(=O)(=O)c1ccccc1Br)OCO2
→ -3% | -26% | -11% | i | 1% | -8% | -27% | -0.2% | -5%
Cc1n[nH]c(=O)c2c(NC(=O)CSc3nnc(-c4ccncc4)n3C)oc(C)c12
→ 0% | 6% | -2% | i | -16% | -9% | 12% | -0.2% | 2%
CC1(C)CC(=O)C2=C(C1)Nc1ncnn1C2c1ccccn1 (centres undefined)
→ ? | 4% | -6% | i | 2% | -1% | -1% | 0.1% | -2%
COc1ccc(Cl)cc1NC(=O)CN(C)C(=O)Cc1ccsc1
→ -3% | -1% | 6% | ? | -1% | -8% | -2% | -0.2% | 4%
Clc1ccc(C2=Nn3c(Cn4nnc5ccccc54)nnc3SC2)cc1
→ -3% | 3% | 17% | ? | 2% | -18% | -1% | 0.3% | -5%
COCCNc1c2c(c(C#N)c3nc4ccccc4n13)CCCC2
→ 9% | -1% | -6% | nt | 0% | -15% | -2% | -0.4% | 3%
CCSc1cc(N2CCCC2)nc(-c2ccc(F)cc2)n1
→ 5% | -1% | -11% | i | -3% | -5% | -3% | -0.3% | -21%
COc1cc(C(=O)Nc2ccc(NC(=O)C3CC3)nc2)cc(OC)c1OC
→ -3% | 0% | -3% | i | -5% | 2% | 10% | -0.4% | -3%
Cc1cccc(CN2CCC(n3nccc3NC(=O)CCCc3ccccc3)CC2)c1
→ nt | -38% | -20% | i | nt | nt | 4% | -0.3% | nt
C/C=C(\C)C(=O)OC(C)(C)[C@H]1Cc2cc3ccc(=O)oc3cc2O1
→ ? | -41% | 0% | i | 3% | -18% | -1% | 7.1% | 5%
O=C(CN1CCOCC1)Nc1ccc(F)cc1
→ -4% | 4% | 6% | ? | 2% | nt | -3% | 0.4% | 2%
Cc1ccc(C)c(N(Cc2cc3ccc(C)cc3[nH]c2=O)C(=O)c2ccco2)c1
→ -2% | -13% | -11% | i | 0% | nt | -12% | -2.8% | -24%
COC(=O)[C@@H]1C[C@]2(OC(=O)c3ccccc3)C=CC(=O)C[C@@H]2N1C(=O)OCc1ccccc1
→ 16µM* | -68% | ? | nt | -8% | 14µM* | -2% | -2.0% | -1%
COc1ccc(/C=N/Nc2ncnc3scc(-c4ccccc4)c23)cc1OC
→ ? | -23% | -22% | i | -5% | -1% | -4% | 0.4% | ?
Cc1cc(NC(=O)c2cc(-c3ccco3)on2)n(-c2ccccc2)n1
→ ? | -3% | 1% | i | 15% | -5% | -5% | 18% | nt
CCCCn1c(N)c(-c2nc3ccccc3o2)c2c([N+](=O)[O-])nn(C)c(=O)c21
→ -1% | 16% | -6% | i | -1% | 9%[11.3 µM] | -7% | -0.6% | 18%
COc1ccc(S(=O)(=O)c2c(O)c3ccc(C(=O)NCc4ccc(Cl)cc4)cc3[nH]c2=O)cc1
→ nt | -14% | ? | i | 13% | 6% | nt | -1.3% | 6%
COc1cc2c(cc1NC(=O)COc1ccc(Br)c(C)c1)oc1ccccc12
→ nt | 5% | 34%[activator] | i | 5% | 7% | nt | 0.9% | -3%
O=C1CCN(Cc2ccccc2)CCN1[C@H](COc1ccccc1)Cc1ccccc1
→ -8% | -10%&-33% | ? | ? | -1% | -26% | -21% | -0.2% | 18%
CCNc1ccc(C(=O)OCC(=O)NCCN2C(=O)CSC2=O)cc1[N+](=O)[O-]
→ 4% | -2% | -6% | i | -10% | -3% | -4% | 3.0% | -15%
CCc1cccc(CC)c1NC(=O)CSc1nc2ccc(N3C(=O)C4C5C=CC(C5)C4C3=O)cc2s1 (centres undefined)
→ ? | -10% | ? | i | 5% | -20% | 4% | 4.4% | -20%
CCn1cnc2c(=O)oc3ccc(S(=O)(=O)Nc4ccc(OC)cc4)cc3c21
→ nt | -33% | ? | ? | -1% | ? | nt | 5.8% | 2%
O=C(N/C(=C\c1cccc([N+](=O)[O-])c1)C(=O)N1CCOCC1)c1ccc([N+](=O)[O-])cc1
→ -2% | 7% | -1% | ? | 4% | nt | -3% | 0.4% | 11%
COCCN(C(=O)Nc1ccc(OC)cc1OC)C1CCN(C(C)C)CC1
→ 1% | 13% | 21% | i | 1% | -2% | -2% | -0.8% | -6%
Cc1ccc(C)c(Cn2c(=O)n(C(C)C)c(=O)c3oc4ccccc4c32)c1
→ nt | -20% | -21% | nt | 1% | nt | nt | -1.4% | ?
CCOC(=O)N1CCN(Cc2nc3c(c(=O)n(C)c(=O)n3C)n2CCCc2ccccc2)CC1
→ -1% | -10% | -19% | i | 4% | 0% | -1%[57.1 µM] | -0.1% | -14%
CC(C)C(=O)NC(c1cccc([N+](=O)[O-])c1)c1c(O)ccc2ccccc12 (centres undefined)
→ -3% | 3% | -1% | i | 0% | 1% | -2% | 0.2% | ?
COc1ccccc1-c1nnc2sc(COc3ccc(Cl)cc3Cl)nn12
→ ? | -4% | 9% | i | -2% | ? | -5% | -0.2% | ?
Cc1cc(C)c2c(N)c(C(=O)Nc3nccs3)sc2n1
→ ? | -13% | 13% | nt | 6% | ? | 0% | -0.5% | ?
CCOC(=O)c1cnn(-c2ccccc2)c1NC(=O)c1ccccc1C
→ 3% | -2% | -2% | i | 9% | 5% | 10% | -0.4% | 5%
c1ccc2oc(SCc3cn4ccccc4n3)nc2c1
→ 2% | -36% | -28% | i | 0% | 20% | 9% | 0.2% | ?
COc1ccc(S(=O)(=O)N2CCC(C(=O)NCCC(=O)Nc3cccc(Cl)c3)CC2)cc1
→ 21µM* | -12% | -6% | i | 2% | ? | 1% | -0.2% | ?
CC(C)c1nc(C#N)c(N2CCOCC2)o1
→ 1% | 6% | ? | i | 0% | 4% | 6% | -0.2% | 6%
O=C(NCC1CCS(=O)(=O)C1)NCC1CCS(=O)(=O)C1 (centres undefined)
→ -2% | 0% | 0% | i | 4% | -2% | 2% | -0.2% | nt
O=C(CSc1nnc(-c2ccncc2)o1)Nc1cc(F)ccc1F
→ -11% | -27% | -1% | i | -1% | 19% | -3% | 5.3% | 12%
O=C(Cn1ccc([N+](=O)[O-])n1)N1CCc2ccccc21
→ -2% | -12% | ? | i | -2% | nt | -5% | 0.0% | 1%
CN1CCN(CCNC(=O)Nc2ccccc2[N+](=O)[O-])CC1
→ 7% | 2% | 0% | i | -1% | 6% | 4% | 0.0% | -26%
Cc1csc(NC(=O)c2ccc(S(=O)(=O)N3CCCC3)cc2)n1
→ 9% | 2% | 23% | i | -20% | 1% | 3% | 0.0% | ?
Cc1ccc(Cn2ccc(NC(=O)c3noc4c3CCc3ccccc3-4)n2)cc1
→ 8% | 4% | 0% | i | -2% | -3% | -5% | 0.3% | ?
Cc1cccc2nc3ccccc3cc12
→ 1% | 3% | -16% | i | -18% | -7% | -9% | 2.6% | 5%
COc1cccc(C(=O)N2C(C(C)C)COc3cc(Br)ccc3S2(=O)=O)c1 (centres undefined)
→ nt | -46% | ? | ? | nt | ? | -8% | -0.6% | nt
CCOC(=O)c1nn(-c2ccc(C)c(C)c2)c(=O)c2c(N)scc12
→ 13% | -19% | 3% | i | -18% | -5% | -1% | 0.1% | ?
C#CCCOC(=O)N1C2=NC(C(=O)OC)=C(C(=O)OC)[C@@H]3Nc4ccccc4[C@]23C[C@H]1C(=O)OC
→ -5% | 6% | -20% | i | 0% | 4% | -13% | 0.1% | 11%
NC(=O)C1CCN(C(=O)c2ccc3c(c2)N(Cc2cccc(Cl)c2)C(=O)c2ccccc2S3=O)CC1 (centres undefined)
→ nt | -1% | 7% | nt | 7% | nt | nt | 0.3% | nt
Cc1nnc(SC(C)C(=O)NC2CCCc3ccccc32)n1-c1ccccc1 (centres undefined)
→ -2% | 2% | 11% | ? | 1% | 10% | 5% | -0.7% | -20%
CN1CCN(C(=O)/C(C#N)=C/c2ccc(OC(F)F)cc2)CC1
→ 11% | 0% | -13% | i | 1% | 4% | -3% | -0.1% | -5%
Cc1noc(C)c1-c1ccc2nc[nH]c(=O)c2c1
→ 10% | -36% | ? | i | -1% | 38% | 3% | 14% | -21%
CCCCOCCCNC(=O)C[C@@H]1C[C@@]2(C(=O)OCC)CCCC=C2N(Cc2ccc3c(c2)OCO3)C1=O
→ nt | nt | nt | i | nt | -14% | -10% | 2.9% | nt
COc1ccc(Br)c(-c2nc(CS(=O)(=O)c3ccc(F)cc3)no2)c1
→ 18% | -24% | 2% | i | ? | -12% | -15% | 3.6% | 3%
COc1cc(NC(C)=O)c2ncccc2c1NC(C)=O
→ 3% | 2% | -3% | i | 2% | nt | -3% | -0.6% | 11%

High-throughput results as filed in PubChem BioAssay.
